# MITF primary: blocks human microphthalmia-associated transcription factor | AlphaScreen MITF homodimerization, bead proximity signal | inhibition, % at 2.6 µM | O75030 | AID 1259374 | 0.91% of 650,000 active; in the data active = inhibition above about 50%;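 also: 0% = vehicle wells with protein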
# GPR151 ag: activators of human GPR151. activation, % at 11.2 µM. PathHunter beta-arrestin GPR151 cells, luminescence. 1% of 650,000 active. Q8TDV0; in the data active = activation above about 4.9%;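 also: 0% = median of compound wells and 100% = cells with positive control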
# TEAD-YAP block: TEAD-YAP interaction inhibition; HEK-TIYL cells, TEAD-Gal4/YAP UAS-luciferase luminescence; inhibition, % at 9.12 µM; 1.4% of 640,000 active; AID 1259422; in the data active = inhibition above about 32%;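 also: 0% = median of test compound wells and 100% = reference inhibitor wells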
# FBW7 act: human FBW7 E3 ligase activation, primary screen; normalized activity (activation), % at 26.1 µM; 0.13% of 650,000 active; AID 1259310; AlphaScreen FBW7–phospho-cyclin E peptide binding, activator screen; in the data active = normalized activity above about 1.9%;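 also: purified mutant Fbw7 with reduced substrate affinity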
# Target sequence (Q969H0 whole entry, looked up): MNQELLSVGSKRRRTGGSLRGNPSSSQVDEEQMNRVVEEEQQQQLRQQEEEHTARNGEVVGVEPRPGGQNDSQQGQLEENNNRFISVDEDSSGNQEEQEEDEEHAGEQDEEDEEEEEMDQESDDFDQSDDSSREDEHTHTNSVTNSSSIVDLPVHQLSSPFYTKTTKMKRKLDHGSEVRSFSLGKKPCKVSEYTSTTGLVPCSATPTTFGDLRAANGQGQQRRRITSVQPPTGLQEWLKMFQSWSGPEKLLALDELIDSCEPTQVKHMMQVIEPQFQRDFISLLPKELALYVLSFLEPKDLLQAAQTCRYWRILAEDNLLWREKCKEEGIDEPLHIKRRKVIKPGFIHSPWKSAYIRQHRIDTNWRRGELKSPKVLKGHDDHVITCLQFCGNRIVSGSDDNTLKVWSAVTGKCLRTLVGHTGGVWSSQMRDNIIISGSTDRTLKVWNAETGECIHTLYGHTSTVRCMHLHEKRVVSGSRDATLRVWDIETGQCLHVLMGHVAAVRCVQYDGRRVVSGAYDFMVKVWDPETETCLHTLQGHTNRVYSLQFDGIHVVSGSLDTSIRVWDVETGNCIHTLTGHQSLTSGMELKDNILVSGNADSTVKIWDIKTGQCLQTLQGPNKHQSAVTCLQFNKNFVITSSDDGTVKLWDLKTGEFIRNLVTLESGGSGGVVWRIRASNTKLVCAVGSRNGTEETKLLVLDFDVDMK
# Active calls of the source: *.
SMILES,MITF primary,GPR151 ag,TEAD-YAP block,FBW7 act
CCOC(=O)C1=C(C)Nc2nnnn2C1c1ccc(C(C)(C)C)cc1 (centres undefined),-4.3,0.7,-4.2,0.0
COc1ccc(CNC(=O)c2ccc(Cl)cc2Cl)cc1,-8.6,2.3,7.8,-0.1
COc1ccc(NC(C)=O)cc1S(=O)(=O)N(CCC#N)CCN1CCOCC1,13.6,1.7,-3.6,-0.2
O=C(Nc1ccc(F)cc1F)c1nc2ncccn2n1,11.9,-3.0,-13.7,-0.1
COc1ccc(Br)cc1C(=O)Nc1cc(C(=O)O)ccc1C,-5.2,-1.1,-6.3,0.0
CC1(C)CC2(C)N(N)C(=O)CN2C(=O)N1 (centres undefined),20.2,-1.1,-3.6,0.0
Cc1ccc2c(CN3C(=O)NC(CC(C)C)C3=O)cc(=O)oc2c1 (centres undefined),-1.3,1.1,-1.1,0.1
COc1ccc(CC(=O)NNC(=O)C(C)Oc2ccc(Cl)cc2Cl)cc1 (centres undefined),-3.5,-0.8,17.7,-0.1
O=C(c1ccc(N2CC3CC(C2)c2cccc(=O)n2C3)c([N+](=O)[O-])c1)N1CCN(c2ccc(F)cc2)CC1 (centres undefined),-8.0,1.4,-0.6,0.0
CCC1CCCCN1C(=O)CSc1nnc(N)s1 (centres undefined),-10.4,0.6,-7.3,-0.1
Cc1[nH]n(-c2ccccc2)c(=O)c1C=NCc1cccnc1,7.9,2.3,-2.8,-0.1
COC(=O)C(C(=O)OC)C(C[N+](=O)[O-])c1ccc(OC)cc1 (centres undefined),5.7,-0.1,-6.0,0.7
CCOc1ccc(-n2c(SCC(=O)OC(C)C)nnc2-c2cccnc2)cc1,6.5,0.0,-2.1,0.0
CCOc1ccccc1C(=O)N(c1ccc(C)cc1)C1C=CS(=O)(=O)C1 (centres undefined),5.1,-1.7,-3.2,0.0
O=C(CSc1nnc(NCc2ccccc2)s1)NC(=O)c1ccccc1Cl,-20.3,0.0,0.5,-0.1

# 5 entries from above, with values under each structure.
# Order of values: MITF primary	GPR151 ag	TEAD-YAP block	FBW7 act
> CC1(C)CC2(C)N(N)C(=O)CN2C(=O)N1 (centres undefined)
  20.2	-1.1	-3.6	0.0
> O=C(c1ccc(N2CC3CC(C2)c2cccc(=O)n2C3)c([N+](=O)[O-])c1)N1CCN(c2ccc(F)cc2)CC1 (centres undefined)
  -8.0	1.4	-0.6	0.0
> COC(=O)C(C(=O)OC)C(C[N+](=O)[O-])c1ccc(OC)cc1 (centres undefined)
  5.7	-0.1	-6.0	0.7
> Cc1[nH]n(-c2ccccc2)c(=O)c1C=NCc1cccnc1
  7.9	2.3	-2.8	-0.1
> COc1ccc(CNC(=O)c2ccc(Cl)cc2Cl)cc1
  -8.6	2.3	7.8	-0.1

# Continuation:
SMILES,MITF primary,GPR151 ag,TEAD-YAP block,FBW7 act
Nc1[nH]c(=O)[nH]c(=O)c1N=Nc1cccc(C(=O)O)c1,11.1,-0.4,2.8,0.1
Cc1nc2sc(C(=O)NCC3CCCO3)c(C)c2c(=O)[nH]1 (centres undefined),0.7,-2.6,-5.9,-0.2
O=C(CC12CC3CC(CC(C3)C1)C2)N/N=C\c1ccc([N+](=O)[O-])o1,-9.0,0.5,4.4,-0.1
O=C(Nc1ccc(-c2cn[nH]c2)cc1)N(CCO)Cc1ccccc1,1.1,2.6,-28.0,-0.1
CC(=O)NCC1CCC2(CCN(Cc3ccc(CC(C)C)cc3)CC2)O1 (centres undefined),-1.2,3.1,-4.4,-0.1
CCCCNc1ccc(S(N)(=O)=O)cc1[N+](=O)[O-],16.9,0.1,-11.8,0.2
Cc1c(N/C(=C\C(=O)c2ccc(Cl)cc2)C(=O)O)c(=O)n(-c2ccccc2)n1C,-2.5,3.5,-2.5,-0.1
O=C(c1cccc(S(=O)(=O)NC2CCCCCC2)c1)N1CCCc2ccccc21,-12.4,-0.6,6.2,-0.1
O=C1NC2(CCN(Cc3ccc(Cl)cc3)CC2)C(=O)N1Cc1ccccc1,15.8,-2.5,10.5,0.9
CCOC(=O)c1c(NC(=O)CSc2nnc(CNC(=O)c3cccc(OC)c3)n2C2CCCCC2)sc2c1CCC2,1.8,-0.3,-0.5,0.4
CS(=O)(=O)N(CC(=O)Nc1ccc2c(c1)OCCO2)c1ccc(Cl)cc1,5.2,1.0,-21.2,-0.1
CCc1ccccc1NC(=O)c1cc(-c2cccs2)nc2ccccc12,15.7,0.0,27.1,0.5
Cc1c(NC(=O)CSCc2ccccc2Cl)cccc1C(=O)O,-5.3,2.1,-4.4,0.0
CCOC(=O)c1ccccc1NC(=O)c1c(Cl)ccc(Cl)c1OC,3.6,-1.2,-7.3,-0.1
CN(C(=O)c1nn(C)c(=O)c2ccccc12)C(c1ccccc1)c1ccccc1,-8.2,0.2,8.7,-0.2

# One compound at a time, as listed above. Screens in order: MITF primary	GPR151 ag	TEAD-YAP block	FBW7 act
# Results for Cc1nc2sc(C(=O)NCC3CCCO3)c(C)c2c(=O)[nH]1 (centres undefined) = 0.7	-2.6	-5.9	-0.2
# Results for CCOC(=O)C1=C(C)Nc2nnnn2C1c1ccc(C(C)(C)C)cc1 (centres undefined) = -4.3	0.7	-4.2	0.0

# New compounds follow.
SMILES,MITF primary,GPR151 ag,TEAD-YAP block,FBW7 act
CCOc1cccc2cc(C(=O)Nc3ccccc3-c3nc4ccccc4s3)oc12,-12.9,2.6,1.3,0.1
O=C(Cn1c(SCC(=O)N2CCOCC2)nc2ccccc21)NCc1ccccc1,-2.1,-1.0,1.6,0.6
O=C1N/C(=C/c2ccc(C(F)(F)F)cc2)C(=O)N1Cc1ccccc1F,-16.1,-0.2,0.0,0.0
CCCC(=O)N1c2ccccc2NC2=C(C(=O)CCC2)C1c1ccc(OC)cc1 (centres undefined),4.7,-1.1,9.1,0.0
O=C1CN(c2ccc(Cl)cc2)C(=O)N1,8.6,1.2,-1.9,0.1
CSCC[C@@H](C(=O)Nc1ccc2c(c1)OCCO2)N1Cc2ccccc2C1=O,12.4,0.0,-8.5,0.0
CCn1ncc(CN2CCN(Cc3cccc(OC)c3)C(CCO)C2)c1C (centres undefined),6.8,0.9,2.3,0.0
CCOc1cccc(N2C(=O)/C(=C/C3C(=O)N(c4ccccc4)N=C3C)C(=O)NC2=S)c1 (centres undefined),-5.0,-1.5,6.0,-0.2
COCCCNC(=O)CN(CCc1ccccc1)S(=O)(=O)c1ccc(C)cc1,-7.7,0.8,0.0,-0.1
NC(=O)c1sc2nc(-c3ccc4c(c3)OCCO4)cc(C(F)(F)F)c2c1N,5.7,0.4,5.7,-0.1
C/C(N)=C(/C#N)C(=O)COC(=O)c1ccc2[nH]c3c(c2c1)CCCC3,8.8,0.4,-27.6,0.1
CN(C)CCNCC(=O)NCc1ccco1,-1.2,-0.1,-3.5,-0.1
Cc1cccc(C(=O)Nc2ccc3oc(-c4cc(Br)ccc4Cl)nc3c2)c1,-2.8,0.7,-1.2,-0.2
O=C(Cn1cnc2sc3c(c2c1=O)CCCC3)NCC(=O)Nc1ccc(F)cc1F,-0.3,1.5,8.3,0.0
CS(=O)(=O)N(CC(=O)Nc1ccc(C(F)(F)F)cc1)c1ccc2c(c1)OCO2,-7.7,2.2,4.2,0.0
COC(=O)C1=C(C)N=c2s/c(=C\c3ccccc3F)c(=O)n2C1c1cccs1 (centres undefined),-9.9,-0.2,8.6,0.0
O=C(NCc1ccccc1)c1ccc2c(c1)NC(=O)C(CSCc1ccc(Cl)cc1)N2 (centres undefined),19.2,0.8,2.2,0.5
O=C(CCCCCN1C(=O)c2ccccc2C1=O)Nc1nc2c(ncn2C2OC(CO)C(O)C2O)c(=O)[nH]1 (centres undefined),3.9,-1.1,13.8,0.2
COc1cc(-c2cc(C(=O)Nc3cc(C)[nH]n3)c3ccccc3n2)cc(OC)c1OC,-4.5,-0.4,32.9*,-0.1
O=S(=O)(c1cccc2nonc12)N1CCN(c2nc(-c3ccc(F)cc3)cs2)CC1,3.0,2.2,-0.6,0.1
COc1ccc(-n2c(O)c(/C=C3\C(C)=Nc4ccccc43)c(=O)[nH]c2=O)cc1,14.7,-2.6,10.1,-0.1
COc1ccc(CC(=O)N2CCC(c3ccnc4nc(C(F)(F)F)nn34)CC2)cc1OC,-0.6,-0.1,-11.6,-0.1
Cc1cnc(N2CCN(c3ccccn3)CC2)nc1Nc1ccc(N2CCOCC2)cc1,6.8,1.3,9.5,-0.2
CCCCC(CC)CNC(CC(=O)Nc1cc(Cl)ccc1OC)C(=O)O (centres undefined),-7.3,0.0,-1.0,-0.3
O=C(c1ccc(F)cc1)N1CCN(c2ccc(F)cc2)CC1,-5.3,-2.2,-11.7,-0.2
COC(=O)CNC(c1ccccc1)c1cc(Br)ccc1NC(=O)c1cccc(Cl)c1 (centres undefined),11.0,-0.3,-1.7,0.2
CC(CO)(CO)NC(=S)NC(=O)c1ccccc1,2.9,-2.1,-21.6,0.3
CSc1ccccc1N1C(=O)c2ccc(Oc3ccc(NC(=O)CSc4ccc(Br)cc4)cc3)cc2C1=O,1.6,0.7,1.6,-0.1
CCc1ccc(-n2c(SCc3cc(=O)n4c(C)cccc4n3)nc3[nH]ncc3c2=O)cc1,0.7,5.8*,-6.7,0.0
CCc1cccc(OC2OC3COC(C)(C)OC3C(O)C2NC(C)=O)c1 (centres undefined),0.2,-0.2,2.7,0.0
COc1cc(-c2ccc(/C=C(\C#N)c3nc4ccccc4[nH]3)o2)c(OC)cc1Cl,5.4,0.0,6.5,-0.1
Nc1nnc(SCc2cc(=O)oc3ccc4ccccc4c23)s1,1.5,0.6,6.6,-0.1
CSc1ccc(/C=C2/C(=N)N3OC(C)=CC3=NC2=O)cc1,-3.8,4.0,-1.1,0.0
CC(C)ON1C(=O)CN(C(=O)c2ccccc2)C1c1ccc(Cl)cc1Cl (centres undefined),11.8,-1.8,0.1,0.2
Cc1cc(=O)[nH]c2nnc(SCc3ccc(F)cc3)n12,9.2,-2.8,6.0,0.0
CCCn1c(C(O)c2cc(OC)c(OC)c(OC)c2)nc2ccccc21 (centres undefined),2.3,0.1,11.8,0.1
CCC(Sc1nccn1C)C(=O)Nc1ccc(Cl)cn1 (centres undefined),-4.0,-0.5,-4.9,-0.2
Nc1cccc2c1C(=O)N(C(=O)c1ccco1)C2=O,-9.9,-1.0,4.4,-0.2
COc1ccc(C)cc1S(=O)(=O)Nc1ccc(Br)cc1F,-1.0,0.9,-3.4,0.2
COc1ccc(CN2CCN(CC(C)C)C(CCO)C2)c(Cl)c1OC (centres undefined),7.1,0.1,-1.6,-0.1
CN1CC=C(CNc2cccc3ccccc23)CC1,-15.9,0.0,-4.5,-0.2
COc1ccccc1CN(C)c1nnnn1-c1ccccc1,-6.3,-1.1,-3.0,0.0
COc1ccccc1CNC(=O)C(C)(C)Oc1ccc(Cl)cc1,7.1,0.9,-2.1,0.4
CCNc1nc(NCC)n2c(SCc3ccc(F)cc3)nnc2n1,-6.0,0.7,3.5,-0.2
C=CCn1c(N2CCC(C(=O)NCCO)CC2)nc2ccccc21,2.5,-0.3,4.2,0.0
COc1cccc(CC2(CO)CCN(C(=O)C3=CCCCC3)CC2)c1,2.7,-0.1,10.1,0.1
CC1(C)C2CCC1(CS(=O)(=O)Nc1ccc(OC(F)F)c(Cl)c1)C(=O)C2 (centres undefined),0.7,-0.8,5.4,0.0
N#CC1=C(N)N(N2CCOCC2)C2=C(C(=O)CCC2)C1c1ccccc1C(F)(F)F (centres undefined),-2.4,1.3,-8.0,-0.2

# Assay outcomes deposited in PubChem BioAssay by The Scripps Research Institute Molecular Screening Center.

# Outcome played no part in choosing rows; any-hit rate near 3.5%.
